Tn7 DDE FP: inhibitors of Tn7 peptide binding to human fibrin DD(E); FP displacement of FITC-Tn7 peptide from fibrin DD(E); 0% = median of compound wells per plate; 370,000 compounds, 0.13% hits; inhibition, % at 8.3 µM; P02675; AID 720508;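 active means inhibition above the mean of compounds falling within the control limits plus 3 SD of them, cut at about 14% in these data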;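 further: 0% = plate median of compound wells and 100% = 10 µM Aha-Tn7 peptide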
Target sequence (P02675 whole entry, looked up): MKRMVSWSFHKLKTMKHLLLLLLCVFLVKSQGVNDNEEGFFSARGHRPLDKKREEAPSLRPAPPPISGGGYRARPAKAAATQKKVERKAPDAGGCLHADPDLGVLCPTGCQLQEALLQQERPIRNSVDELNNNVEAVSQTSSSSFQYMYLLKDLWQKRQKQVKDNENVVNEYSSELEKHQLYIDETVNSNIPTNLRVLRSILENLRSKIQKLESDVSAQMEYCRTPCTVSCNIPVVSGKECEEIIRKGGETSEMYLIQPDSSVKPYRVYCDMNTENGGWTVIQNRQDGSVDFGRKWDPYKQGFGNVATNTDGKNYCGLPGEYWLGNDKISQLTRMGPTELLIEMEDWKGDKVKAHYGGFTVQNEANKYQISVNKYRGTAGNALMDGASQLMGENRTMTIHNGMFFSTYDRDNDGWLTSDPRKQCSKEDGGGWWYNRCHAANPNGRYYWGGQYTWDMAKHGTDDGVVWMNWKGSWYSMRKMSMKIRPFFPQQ
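Assay system: Human clot-derived fibrin DD(E) complex | Buffer or medium: Tris/NaCl/CaCl2 buffer, pH 7.8 | Repeats: One replicate per compound | Benchmarks: Aha-Tn7 high control | Measure: % inhibition scaled between sample-field median and high-control FP | Schedule: 10 min plus 3 h, room temperature | Signal: Fluorescence polarization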
SIAE inh: inhibitors of human sialic acid acetylesterase SIAE. Q9HAT2. SIAE FP-Rh probe binding, fluorescence polarization. inhibition, % at 9.66 µM. 370,000 compounds, 0.69% hits;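 active means inhibition above a cutoff: mean of compounds within the control limits plus 3 SD of those, cut at about 17% in these data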;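 further: 0% = plate median of compound wells and 100% = probe without SIAE protein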
PLCb3 inh: blocks human PLC-beta3 enzyme activity; AID 720704; Q01970; 370,000 compounds, 0.18% hits; Purified PLC-beta3, fluorogenic substrate, fluorescence; inhibition, % at 12.2 µM; in the data active means inhibition above about 11%;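 further: 0% = median of compound wells on plate and 100% = full blocker control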
Tn6 DDE FP: inhibitors of Tn6 peptide binding to human fibrin DD(E) | inhibition, % at 8.3 µM | Fibrin DD(E) TRITC-Tn6 fluorescence polarization displacement | 370,000 compounds, 0.21% hits | P02675;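 active means inhibition above a per-campaign cutoff: mean of compounds within control limits plus 3 SD, cut at about 15% in these data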;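 further: 0% = median of all compound wells on the plate and 100% = blocking peptide control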
ADAM10 inh: ADAM10 inhibition, QFRET primary screen | O14672 | 370,000 compounds, 0.62% hits | recombinant ADAM10, EDANS/DABCYL FRET peptide cleavage, 3 h | inhibition, % at 7 µM | AID 720582;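 active means inhibition above a per-campaign cutoff equal to the mean of compounds falling between control-based bounds plus 3 SD, cut at about 20% in these data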;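 further: 0% = DMSO wells while the 100% control is not disclosed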
PLCg1 inh: PLC-gamma1 (human) inhibition, primary screen; 370,000 compounds, 0.84% hits; inhibition, % at 12.2 µM; P19174; AID 720700; purified PLC-gamma1, fluorogenic substrate, fluorescence; in the data active means inhibition above about 9.5%
TDP2 absorb: blocks human TDP2 phosphodiesterase activity; recombinant TDP2, T5PNP hydrolysis, p-nitrophenol absorbance 415 nm; inhibition, % at 12.8 µM; 370,000 compounds, 0.34% hits; AID 720702;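 active means inhibition above the mean of all tested compounds plus 3 SD, set per campaign, cut at about 25% in these data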;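 further: 0% = DMSO with enzyme and 100% = buffer with substrate but no TDP2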
Target sequence (O95551 whole entry, looked up): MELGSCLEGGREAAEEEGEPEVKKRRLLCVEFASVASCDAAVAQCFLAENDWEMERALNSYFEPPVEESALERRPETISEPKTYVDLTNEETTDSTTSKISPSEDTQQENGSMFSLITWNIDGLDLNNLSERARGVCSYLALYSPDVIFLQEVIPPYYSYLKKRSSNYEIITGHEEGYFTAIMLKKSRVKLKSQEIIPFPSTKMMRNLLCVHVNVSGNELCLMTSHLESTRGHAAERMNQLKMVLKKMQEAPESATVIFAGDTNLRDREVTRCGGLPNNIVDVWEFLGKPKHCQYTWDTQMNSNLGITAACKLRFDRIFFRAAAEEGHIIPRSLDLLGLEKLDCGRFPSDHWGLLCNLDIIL
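test system = human TDP2 enzyme | input = TDP2 enzyme at 120 nM final | medium = 50 mM Tris-HCl pH 7.5 with Mg2+, KCl, DTT, BSA | also added = T5PNP substrate, 5 mM | times = 2 h at 37 °C | technique = epi absorbance | benchmarks = high control without enzyme, low control DMSO plus TDP2 | replication = each compound tested once, singlicate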
ASAP1 inh: ASAP1 ArfGAP inhibition; Q9ULH1; ASAP1-stimulated ARF1 GTP hydrolysis, GDP FP detection; inhibition, % at 16.5 µM; 360,000 compounds, 0.19% hits; AID 624377; in the data active means inhibition above about 25%;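 further: 0% = vehicle with enzyme and substrate and 100% = no enzyme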
ADAM17 inh: inhibits human ADAM17; 370,000 compounds, 0.83% hits; recombinant ADAM17, EDANS/DABCYL FRET peptide cleavage; P78536; AID 720648; inhibition, % at 6.95 µM;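 active means inhibition above the mean of compounds lying between control limits plus 3 SD, set per campaign, cut at about 8.5% in these data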;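 further: 0% = DMSO-only wells as the low control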
ARFGAP1 inh: inhibitors of rat ARFGAP1; Q62848; Arfgap1-stimulated ARF1 GTP hydrolysis, GDP FP detection; inhibition, % at 16.5 µM; 360,000 compounds, 0.26% hits;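 active means inhibition above a per-plate limit, mean inhibition of low control wells plus 3 SD, cut at about 25% in these data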;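 further: 0% = DMSO wells with enzyme and 100% = wells lacking Arfgap1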
Target sequence (Q62848 1-136 limits assumed): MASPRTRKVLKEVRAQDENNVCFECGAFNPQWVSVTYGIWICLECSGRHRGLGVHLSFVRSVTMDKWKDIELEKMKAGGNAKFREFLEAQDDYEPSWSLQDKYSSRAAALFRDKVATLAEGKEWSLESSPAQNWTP
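Assay system: purified rat His6-Arfgap1 residues 1-136 (GAP domain); Reagent: human Δ17 ARF1 bound to GTP; Dosing: 16.5 µM single point, 1.26% DMSO; Times: GTP hydrolysis reaction 2 h at 25 °C; Signal: FP, GDP Alexa 633 tracer displaced from anti-GDP antibody, 620/688 nm; Measure: % inhibition from polarization.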
An asterisk follows results filed as active; i = inactive; nt = not tested or not shown.

item	Tn7 DDE FP	SIAE inh	PLCb3 inh	Tn6 DDE FP	ADAM10 inh	PLCg1 inh	TDP2 absorb	ASAP1 inh	ADAM17 inh	ARFGAP1 inh	Compound
1	3	-7	-2	-6	-2	0	-10	-11	-2	-10	CN(C)Cc1ccccc1C(O)(c1ccccc1)c1ccccc1
2	4	0	-6	4	-1	-1	4	1	-2	-7	CC1CN(S(=O)(=O)c2ccc(C(=O)N(CCCN(C)C)c3nc4cc5c(cc4s3)OCCO5)cc2)CC(C)O1 (stereo not drawn)
3	1	-3	1	9	-6	0	-12	-10	-4	1	Cc1ccc(N(CC(=O)NC2CCCC2)C(=O)c2c(C)noc2C)cc1C
4	-1	15	-37	-4	-41	-27	2	7	-15	-22	CCOC(=O)c1sc2cccc(Cl)c2c1N
5	3	-4	0	-7	-2	-1	2	4	-2	-7	COc1ccccc1N(CC(=O)N1CCCCCC1)S(C)(=O)=O
6	3	-3	-1	0	-14	-3	6	6	-3	1	Cc1cc2ncn(C3CC(=O)N(Cc4ccc(N5CCCC5=O)cc4)C3=O)c2cc1C (stereo not drawn)
7	-7	2	-7	-3	-2	-7	0	-19	3	-12	Cn1c(-c2sccc2OCc2ccc(Cl)cc2Cl)n[nH]c1=S
8	6	-2	-4	-3	-19	2	-11	0	-4	17	CCOC(=O)c1c(NC(=O)c2cc(CC(C)C)on2)sc(C(C)=O)c1C
9	3	2	5	1	-8	1	-8	3	-3	5	CCCCn1nnnc1C(c1ccccc1)N1CCN(c2ncccn2)CC1 (stereo not drawn)
10	-5	-2	3	-7	-10	-1	-6	0	-3	-4	Cc1nn(Cc2ccccc2Cl)c(C)c1NC(=O)NC12CC3CC(CC(C3)C1)C2
11	6	-4	-2	-5	-7	3	-4	3	7	15	Cc1cc([N+](=O)[O-])cc2c1NC(=O)C2(O)N1CCCCCC1 (stereo not drawn)
12	5	-3	-4	0	-7	-2	-15	-1	-6	-1	CCn1cc(C(=O)OC)c(=O)c2cc(S(=O)(=O)N(C)C3CCCCC3)ccc21
13	6	3	-7	0	7	-1	6	3	-2	3	Cc1ccc(/C=N/N2CCN(C3c4ccccc4-c4ccccc43)CC2)o1
14	-1	0	1	-13	4	5	17	18	1	0	CCc1sc(C(C2C(=O)CC(C)(C)CC2=O)C2C(=O)CC(C)(C)CC2=O)cc1[N+](=O)[O-]
15	-2	-3	-198	-3	-248	-148	1	-8	-103	1	Cc1ccc(C(=O)Oc2ccc3ccc(=O)oc3c2)cc1
16	3	4	-2	-7	-4	0	-6	-15	0	0	CC1(C(=O)NCc2ccc(C(F)(F)F)cc2)CCN1Cc1ccc(-c2ccccc2)o1 (stereo not drawn)
17	0	4	-69	-4	-23	-63	4	4	-11	6	Cc1ccc2cc(CN(CCO)Cc3nnnn3Cc3ccc(F)cc3)c(=O)[nH]c2c1
18	-4	-3	-2	-1	-4	-3	-2	6	-4	11	O=C(NCc1ccco1)c1c(O)c2cccc3c2n(c1=O)CCC3
19	0	-2	-3	-1	0	0	-3	6	-8	0	Cc1ccc(NC(=O)CNCc2ccccn2)cc1S(=O)(=O)N(C)C
20	-3	0	2	-2	6	1	10	-3	2	2	CC1CCCC/C1=N\NC(=S)Nc1ccccc1 (stereo not drawn)
21	15*	9	-6	7	3	-1	5	-7	-1	-10	O=C(COC(=O)CNC(=O)c1cccs1)Nc1ccc(C(F)(F)F)cc1[N+](=O)[O-]
22	-8	-14	-2	0	4	4	-12	-18	7	-6	CCOc1ccccc1N1CCN(C(=O)C2CSC3(C)CCC(=O)N23)CC1 (stereo not drawn)
23	-1	-1	1	-2	0	2	-8	9	0	3	CC(C)(C)C(=O)Oc1cc(N)n(S(=O)(=O)c2ccc(F)cc2)n1
24	8	-11	-156	-9	-136	-104	0	nt	-54	nt	Cc1nc(CNc2ncnc3ccc(-c4ccc5c(c4)OCO5)cc23)cs1
25	5	-2	-3	2	-17	-1	-1	5	-2	5	O=C(CSc1nnc(-c2cccnc2)n1Cc1ccco1)c1ccc(Br)cc1
26	-5	-5	-1	-7	0	-2	7	-5	-6	-5	Cc1ccc(C(=O)Nc2ccc(O)cc2C(=O)O)cc1C
27	3	-2	-1	-3	5	-1	6	-12	0	3	COC(=O)Cc1nnn2c1[C@H](C)[C@H](c1ccccc1Br)OC[C@@H]2c1ccccc1
28	1	-6	0	-1	-13	4	25*	-5	-3	5	CCNc1nc(NCC)n2c(SCC(=O)Nc3cc(Cl)ccc3OC)nnc2n1
29	0	6	-6	6	3	-3	2	-9	0	-10	CCOC(=O)c1cc2c(ccn2C)n1CC(=O)N1CCN(c2cccc(C(F)(F)F)c2)CC1
30	-2	-11	-12	-3	-12	-9	-12	-1	-1	7	Cc1ccccc1C1c2[nH]c3ccccc3c2C[C@H]2C(=O)N(c3ccccc3C(=O)NCCCN3CCOCC3)C(=O)N12 (stereo partly drawn)
31	-3	6	-74	0	-2	-58	-1	10	1	-2	Cc1ccc2cc(/C=N/Nc3nc4ccccc4[nH]3)c(Cl)nc2c1
32	6	-7	-57	-3	-117	-43	-14	-16	-27	-7	CC(C)CC(C(=O)NC1CCCC1)N(Cc1cccs1)C(=O)c1snc(C(N)=O)c1N (stereo not drawn)
33	-2	0	-269	-2	-73	-234	-7	-2	-28	5	CC1Oc2ccccc2C=C1/C=N/NC(=O)c1ccccc1O (stereo not drawn)
34	-8	-3	-7	-5	-12	-2	7	21	1	11	COc1ccc(C(=O)Nc2nc(CC(=O)NCc3ccc(F)cc3)cs2)cc1
35	-12	-10	-4	4	-33	-2	4	9	-6	-4	Cc1cc2cc(CN(CC3CCCO3)C(=S)Nc3ccccc3)c(=O)[nH]c2cc1C (stereo not drawn)
36	0	-4	0	0	-2	1	13	9	-2	2	CC(=O)NC1=NC(=O)CS1

2 records picked at random from those above, as already listed:
item	Tn7 DDE FP	SIAE inh	PLCb3 inh	Tn6 DDE FP	ADAM10 inh	PLCg1 inh	TDP2 absorb	ASAP1 inh	ADAM17 inh	ARFGAP1 inh	Compound
33	-2	0	-269	-2	-73	-234	-7	-2	-28	5	CC1Oc2ccccc2C=C1/C=N/NC(=O)c1ccccc1O (stereo not drawn)
35	-12	-10	-4	4	-33	-2	4	9	-6	-4	Cc1cc2cc(CN(CC3CCCO3)C(=S)Nc3ccccc3)c(=O)[nH]c2cc1C (stereo not drawn)

Reprinted, nos. 22 to 33
item	Tn7 DDE FP	SIAE inh	PLCb3 inh	Tn6 DDE FP	ADAM10 inh	PLCg1 inh	TDP2 absorb	ASAP1 inh	ADAM17 inh	ARFGAP1 inh	Compound
22	-8	-14	-2	0	4	4	-12	-18	7	-6	CCOc1ccccc1N1CCN(C(=O)C2CSC3(C)CCC(=O)N23)CC1 (stereo not drawn)
23	-1	-1	1	-2	0	2	-8	9	0	3	CC(C)(C)C(=O)Oc1cc(N)n(S(=O)(=O)c2ccc(F)cc2)n1
24	8	-11	-156	-9	-136	-104	0	nt	-54	nt	Cc1nc(CNc2ncnc3ccc(-c4ccc5c(c4)OCO5)cc23)cs1
25	5	-2	-3	2	-17	-1	-1	5	-2	5	O=C(CSc1nnc(-c2cccnc2)n1Cc1ccco1)c1ccc(Br)cc1
26	-5	-5	-1	-7	0	-2	7	-5	-6	-5	Cc1ccc(C(=O)Nc2ccc(O)cc2C(=O)O)cc1C
27	3	-2	-1	-3	5	-1	6	-12	0	3	COC(=O)Cc1nnn2c1[C@H](C)[C@H](c1ccccc1Br)OC[C@@H]2c1ccccc1
28	1	-6	0	-1	-13	4	25*	-5	-3	5	CCNc1nc(NCC)n2c(SCC(=O)Nc3cc(Cl)ccc3OC)nnc2n1
29	0	6	-6	6	3	-3	2	-9	0	-10	CCOC(=O)c1cc2c(ccn2C)n1CC(=O)N1CCN(c2cccc(C(F)(F)F)c2)CC1
30	-2	-11	-12	-3	-12	-9	-12	-1	-1	7	Cc1ccccc1C1c2[nH]c3ccccc3c2C[C@H]2C(=O)N(c3ccccc3C(=O)NCCCN3CCOCC3)C(=O)N12 (stereo partly drawn)
31	-3	6	-74	0	-2	-58	-1	10	1	-2	Cc1ccc2cc(/C=N/Nc3nc4ccccc4[nH]3)c(Cl)nc2c1
32	6	-7	-57	-3	-117	-43	-14	-16	-27	-7	CC(C)CC(C(=O)NC1CCCC1)N(Cc1cccs1)C(=O)c1snc(C(N)=O)c1N (stereo not drawn)
33	-2	0	-269	-2	-73	-234	-7	-2	-28	5	CC1Oc2ccccc2C=C1/C=N/NC(=O)c1ccccc1O (stereo not drawn)

Next section:
item	Tn7 DDE FP	SIAE inh	PLCb3 inh	Tn6 DDE FP	ADAM10 inh	PLCg1 inh	TDP2 absorb	ASAP1 inh	ADAM17 inh	ARFGAP1 inh	Compound
37	-7	-21	3	5	9	4	-2	-8	2	6	NC(=O)[C@H]1CC2(CC(c3cccc(NC(=O)COc4ccc(Cl)cc4)c3)=NO2)CN1C(=O)Cc1ccc([N+](=O)[O-])cc1 (stereo partly drawn)
38	-7	-74	1	-9	20	4	2	6	5	8	COc1ccccc1NS(=O)(=O)c1cccc(NC(=O)Nc2ccccc2)c1
39	2	3	0	-6	4	-1	9	6	-3	16	CCOC(=O)C1(Cc2cccc(F)c2)CCN(C2CCOCC2)CC1
40	-5	23*	-3	5	-2	-2	-6	-5	-2	6	COc1ccccc1CNC(=O)COC(=O)c1ccc(C)s1
41	0	10	2	-2	-3	2	0	3	-2	2	CCOC(=O)CSc1nc(C)cc(=O)[nH]1
42	0	-1	-9	3	-5	-2	-9	5	-2	14	O=C(CC(=O)NCCc1ccccc1)NCCc1ccccc1
43	-1	4	6	-3	5	2	-6	-1	0	6	O=c1c2oc3ccccc3c2ncn1Cc1ccc(F)cc1
44	-3	-6	-43	6	-45	-30	3	5	-12	13	O=C(Nc1cccc(S(=O)(=O)N2CCOCC2)c1)c1cc(=O)[nH]c2ccccc12
45	6	-3	-2	-3	-5	3	-1	-3	-4	-7	N#C/C(=C\c1cccn1-c1ccccc1)C(=O)NC1CCCCC1
46	-3	4	-417	0	-211	-375	-3	-6	-54	12	COc1cc2c(cc1OC)CN(Cc1cc(=O)oc3cc(C)c(C)cc13)CC2
47	0	3	-7	9	-12	-5	-4	16	-4	12	CC(=O)c1c(C)[nH]c(C(=O)OCc2cc(=O)n3cc(Br)ccc3n2)c1C
48	-1	0	4	-2	0	4	2	3	-3	2	CCOC(=O)CNC(=O)c1cn(C)c(=O)c2cc(OC)c(OC)cc12
49	1	-21	-25	-9	5	-18	-1	7	-2	15	CSc1nc(N)nc(SCC(=O)Nc2cccc(F)c2)c1C#N
50	11	-9	-221	4	i	-185	2	-12	i	-3	c1ccc(-c2ccc(-c3ccccn3)s2)nc1
